ROC1-CUL1 inh = human ROC1-CUL1 E3 ligase inhibition. in vitro K48 di-Ub FRET, acceptor:donor ratio, 45 min. actives 0.6% (n = 140,000). inhibition, % at 10 µM; in the data active = inhibition above about 25%
Target sequence (P62877 whole entry, looked up): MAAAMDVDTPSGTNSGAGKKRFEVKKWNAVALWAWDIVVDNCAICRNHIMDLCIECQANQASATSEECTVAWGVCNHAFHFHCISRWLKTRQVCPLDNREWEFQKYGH
Target sequence (Q13616 whole entry, looked up): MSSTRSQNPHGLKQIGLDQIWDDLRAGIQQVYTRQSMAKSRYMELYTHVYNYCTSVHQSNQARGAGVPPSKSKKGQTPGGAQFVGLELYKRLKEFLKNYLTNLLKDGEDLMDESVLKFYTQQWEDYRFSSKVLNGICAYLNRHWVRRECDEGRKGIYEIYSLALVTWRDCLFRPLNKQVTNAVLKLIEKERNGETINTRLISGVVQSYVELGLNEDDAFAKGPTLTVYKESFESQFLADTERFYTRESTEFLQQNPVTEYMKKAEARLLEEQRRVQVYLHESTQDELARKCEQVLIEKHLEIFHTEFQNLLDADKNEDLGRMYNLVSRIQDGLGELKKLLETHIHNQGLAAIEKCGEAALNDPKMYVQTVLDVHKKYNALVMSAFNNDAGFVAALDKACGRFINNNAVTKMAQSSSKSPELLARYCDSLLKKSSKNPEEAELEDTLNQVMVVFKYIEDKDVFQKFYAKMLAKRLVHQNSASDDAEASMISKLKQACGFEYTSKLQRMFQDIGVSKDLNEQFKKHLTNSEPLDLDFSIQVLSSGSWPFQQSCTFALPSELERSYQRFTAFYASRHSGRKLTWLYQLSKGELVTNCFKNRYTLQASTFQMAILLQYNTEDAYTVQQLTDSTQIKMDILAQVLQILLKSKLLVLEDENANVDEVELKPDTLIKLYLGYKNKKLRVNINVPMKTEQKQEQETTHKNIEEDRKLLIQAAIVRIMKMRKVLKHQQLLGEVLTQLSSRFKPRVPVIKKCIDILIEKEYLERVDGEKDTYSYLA
* marks the source's active call; other numbers are inactive results. A portion of the library, so the mix of outcomes need not match the whole.

ROC1-CUL1 inh	SMILES
7.2	O=C(Nc1cc(C(F)(F)F)ccc1F)C1CC1c1ccc(Cl)cc1 (configuration not stated)
0.9	Brc1ccc2onc(-c3cnn(-c4ccccc4)c3)c2c1
-6.9	Cc1ccc(C)c(C(=O)CN2C3=NCCN3c3ccccc32)c1
3.2	COC(=O)CSc1nc2c(cnn2-c2ccc(F)cc2)c(=O)[nH]1
2.3	Cc1ccc2nc3c(cc(C(=O)N4CCCC4)n3C)c(=O)n2c1
10.5	CCOc1ccc(-n2nc3ccc(NC(=O)c4ccc(-c5cccc(Cl)c5)o4)cc3n2)cc1
-1.0	COc1cc(NC(=O)CCc2c(C)n(C)c3cc(-c4ccccc4C)nn3c2=O)cc(OC)c1OC
-14.6	O=S(=O)(c1ccccc1)c1nc(-c2cccs2)oc1N1CCCCC1
-0.5	CCOC(=O)COc1cc(Cl)c(C2C3=C(CCCC3=O)N(c3ccc(C)cc3)C3=C2C(=O)CCC3)cc1OC
-13.8	Cc1cc(Cl)cc(Cl)c1N=Cc1c2ccccc2cc2ccccc12
-5.1	CCC(C)NC(=O)c1ccc(F)c(S(=O)(=O)N2CCC(C)CC2)c1 (configuration not stated)
-0.3	CC(C)Cc1cc(C(=O)N2CCC(C(Cc3ccccc3)N(C)C(=O)c3ccsc3)CC2)n[nH]1 (configuration not stated)
3.6	COc1ccc(-c2n[nH]c(=S)n2-c2ccccc2C)cc1OC
-11.4	CCOc1ccc(C(=O)c2cn(CC(=O)Nc3cc(OC)ccc3OC)c3cc(OC)c(OC)cc3c2=O)cc1
-10.8	Fc1ccc(-c2cnc3ccccc3n2)cc1
9.5	Cc1cc(C)n2nc(SCC(=O)N/N=C/c3cccs3)nc2n1
9.1	COc1ccc(-n2nc(C(C)=O)c(C(C)=O)c2C)cc1OC
3.6	Cn1c(C(O)C2(c3cccnc3)SCCCS2)cc2ccccc21 (configuration not stated)
5.4	Cc1ccc(S(=O)(=O)CC(=O)NNC(=S)NC(=O)c2cccs2)cc1
6.9	O=C(c1cc(CCc2ccccc2)no1)N1CCCC1c1nc2ccccc2s1 (configuration not stated)
-7.7	CCOC(=O)c1cnc(NCc2ccccc2OC)c2ccccc12
1.7	COCCN(Cc1ccccn1)C(Cc1ccccc1)C1CCN(C2CCCC2)CC1 (configuration not stated)
-4.8	Cc1ccc(C(=O)c2c(N)c(C(=O)Nc3cccc(C(F)(F)F)c3)c3ccccn23)cc1
-4.5	CCN(CC)C(=O)Oc1ccc2c(=O)c(-c3ccc(OC)c(OC)c3)c(C)oc2c1
-9.3	CC(=O)Nc1cc(C(F)(F)F)ccc1Cl

The closing six entries of the section above are carried over, then new ones follow:
ROC1-CUL1 inh	SMILES
6.9	O=C(c1cc(CCc2ccccc2)no1)N1CCCC1c1nc2ccccc2s1 (configuration not stated)
-7.7	CCOC(=O)c1cnc(NCc2ccccc2OC)c2ccccc12
1.7	COCCN(Cc1ccccn1)C(Cc1ccccc1)C1CCN(C2CCCC2)CC1 (configuration not stated)
-4.8	Cc1ccc(C(=O)c2c(N)c(C(=O)Nc3cccc(C(F)(F)F)c3)c3ccccn23)cc1
-4.5	CCN(CC)C(=O)Oc1ccc2c(=O)c(-c3ccc(OC)c(OC)c3)c(C)oc2c1
-9.3	CC(=O)Nc1cc(C(F)(F)F)ccc1Cl
6.2	CCOc1ccccc1CNS(=O)(=O)c1cnc(N)nc1
-6.0	COc1ccc(N(C(=O)c2ccccc2C)S(=O)(=O)c2ccc(Cl)cc2)cc1
-9.4	O=c1c2ccccc2n(Cc2cccc(Cl)c2)c(=O)n1Cc1ccccc1
5.6	CCOC(=O)N1CCN(C(=O)CSCc2ccccc2Cl)CC1
13.2	C=CCN(CC=C)C(=O)c1cccc(OC2CCN(C3CCN(C)CC3)CC2)c1
-1.4	CC1CCN(S(=O)(=O)c2cc(C(=O)NC(C)C)ccc2F)CC1
-2.3	O=C(Cn1nc2c(cc1=O)CCCC2)NCc1ccccc1
-9.6	COCC(=O)Nc1c(C(C)C)cccc1C(C)C
-7.9	CCCN(CCC)C(=O)C1CCN(c2cc(C)nc3c(-c4ccc(Cl)cc4)c(C)nn23)CC1
10.7	COc1ccc(-c2cnnc(NCc3cnc(C)cn3)n2)c(OC)c1
7.8	Cc1ccc(N2CCN(C(=O)c3cnn(-c4ccc(C)c(C)c4)c3C3CCNCC3)CC2)c(C)c1
3.1	CCOc1ccccc1C(=O)N(Cc1ccco1)Cc1ccccc1F
-6.6	Cc1ccc(CN2C(=O)[C@@]3(c4ccccc42)N(c2ccc(C)c(Cl)c2)C(=O)CS3(=O)=O)cc1
-0.7	CN1CCC(C(=O)N2CCCC(CNC(=O)C3(c4ccc(Cl)cc4)CC3)C2)CC1 (configuration not stated)
2.7	Cc1cccc(C(=O)NCC(c2cccs2)S(=O)(=O)c2cccs2)c1 (configuration not stated)
-2.7	Cc1c(C(=O)NCc2ccc(F)cc2)sc2nc(-c3ccc(F)cc3)cn12
-0.7	CN(CC1Cc2ccccc2O1)C(=O)c1coc(CN2CCN(Cc3ccccc3)CC2)n1 (configuration not stated)
-1.3	CCOC(=O)c1ccc(N2C(=O)C3C4c5ccccc5C([N+](=O)[O-])(c5ccccc54)C3C2=O)cc1 (configuration not stated)
3.1	CC(C)(C)c1[nH]nc2c1C(c1cccc(Cl)c1)C(C#N)C(=N)O2 (configuration not stated)
11.1	COc1c(C)cc(S(=O)(=O)N2CCc3ccccc3C2)cc1C
-1.7	CC(C)CCn1c(=O)c2cccnc2n(CC(=O)Nc2ccc(F)cc2)c1=O
-0.8	COc1ccc(N2CCN(c3ncnc4onc(-c5ccc(F)cc5)c34)CC2)cc1
-17.3	CC(C)c1ccccc1NC(=O)C1CCN(Cc2ccccc2)CC1
-9.9	Cc1ccc(C23CC4CC(C2)CC(c2cc5ccccc5[nH]2)(C4)C3)cc1
17.3	COC(=O)c1c(-c2ccccc2)csc1NC(=O)CSc1nnc2sc3ccccc3n12
-1.1	C=CCc1c(C)nc2cc(-c3ccc(Cl)cc3)[nH]n2c1=O
-3.0	CCOC(=O)C1(Cc2ccccc2)CCN(Cc2c(C)nn(C)c2Cl)CC1
8.2	CCOc1ccccc1CNC(=O)c1[nH]c2ccccc2c1Sc1ccccc1
4.8	COc1cccc(NC(=O)c2c(-c3ccc(C)cc3)nnc3ccccc23)c1
-2.8	COc1ccc(Br)cc1C1Sc2ccccc2N=C2c3ccccc3C(=O)C21 (configuration not stated)
9.0	CN(C)S(=O)(=O)c1ccc(C(C)(C)C)cc1
-3.1	CCOc1ccc(Cc2nnc(SCc3ccc(OC)c(Br)c3)s2)cc1
-2.7	CC(Oc1ccc2c(=O)c(Oc3ccccc3)coc2c1)C(=O)O (configuration not stated)
-1.8	O=c1n(Cc2ccccc2)nc2n1-c1ccccc1OC2
8.4	CCCSc1nnc2c(n1)-c1ccccc1NC(c1ccc(Cl)cc1)O2 (configuration not stated)
5.3	CCCCCc1nc2scc(-c3ccc(OC)c(OC)c3)c2c(=O)o1
-5.6	COc1cc(C2CC(=O)Nc3c2c(C)nn3-c2nncc(-c3ccccc3)n2)cc(OC)c1OC (configuration not stated)
1.8	O=C1/C(=C/c2cccs2)COc2ccc(Cl)cc21
6.5	CCOC(=O)NC(=O)c1cn(CCN2CCNCC2)c(=O)[nH]c1=O
7.8	COc1ccc(/C=C/C(=O)Nc2ccc(C)cc2)cc1
-0.9	Cn1nnnc1SCCNCc1ccncc1
5.5	COc1cccc(-n2cc(C(=O)NCCc3ccc(C)cc3)c3ccccc3c2=O)c1
-4.7	COc1ccc(/C(C)=N/NC(=O)c2cccs2)c(OC)c1
-2.4	CCN(CC)c1ccc(C2C3C(=O)CCCC3=NC3=NC(=O)NC(=O)C32)cc1 (configuration not stated)
0.6	CCOc1cc(C(=O)NNC(=S)Nc2ccc(Oc3ccccc3)cc2)cc(OCC)c1OCC
-3.3	COC(=O)c1ccc(C(=O)OC)c(NC(=O)c2ccccc2)c1
5.1	CC(=O)c1c(C)n(-c2cccc3ccccc23)c2ccc(O)cc12
3.1	CCc1cccc(NC(=O)C2CCN(S(=O)(=O)c3ccc(Br)s3)CC2)c1
-2.4	CCc1ccccc1NC(=O)C(=O)NCC(c1cccnc1)N1CCN(c2ccccc2F)CC1 (configuration not stated)
1.6	Cc1ccc(S(=O)(=O)NNC(=O)c2ccc(Br)o2)cc1

Next records
ROC1-CUL1 inh	SMILES
-5.1	COc1ccc(-c2c3c(=O)n(C)c(=O)n(C)c3cn2-c2cccc(N)c2)cc1
2.5	COc1ccc(-c2nn(CC(=O)Nc3ccccc3F)c3c2cnc2ccc(F)cc23)cc1
-1.3	CC(C)Oc1cccc(NC(=O)c2ccco2)c1
0.9	O=C(CSc1ccccn1)N1CCOCC1
-0.5	CCCOc1cc(S(=O)(=O)n2nc(C)cc2C)ccc1Cl
11.3	CCOC(=O)C(C(=O)c1ccccc1)c1nc(C)nc(OCC)c1N (configuration not stated)
0.9	COC(=O)Cc1ccc(NC(=S)N2CCN(C/C=C/c3ccccc3)CC2)cc1
-7.0	Cc1ccc(-c2ccc(Oc3cccc(C#N)c3C#N)c(C)c2)cc1
-6.4	C=CCNC(=O)C(C)Oc1cccc(Cl)c1 (configuration not stated)
-0.1	CCc1cccc(NS(=O)(=O)c2cc(-c3cnc(C)o3)ccc2OC)c1
3.5	CC1S/C(=N/N=C/c2ccccc2F)NC1=O (configuration not stated)
6.3	CCC1CN(C(=O)Nc2cccc3c2CCCC3)c2cc(C)ccc2O1 (configuration not stated)
1.9	CCCc1nc2ccccc2n2c(-c3cccc(C)c3)c3c(=O)n(C)c(=O)n(C)c3c12
-7.9	Cc1ccc2nc(-c3ccc(NC(=O)COc4ccccc4C)cc3)sc2c1
7.6	CN(Cc1cnccn1)C(=O)C1(N(C)CCc2ccccc2)Cc2ccccc2C1
2.5	CCc1cccc(C)c1NC(=O)CSc1nc2sc3c(c2c(=O)n1-c1ccc(C)cc1)CCCC3
11.8	COc1cc(/C=C2\C(=O)NN(c3ccccc3)C2=O)cc(Cl)c1OCCCOc1ccc(Cl)cc1
-4.2	CCCCCCC(=O)N(CN1C(=O)c2ccccc2C1=O)c1ccc(OCc2ccccc2)cc1
-0.9	c1ccc2c(c1)CSc1ccccc1C2
-4.5	Cc1ccc(C2(C)CC(C)(C)N(C(=O)CN3CCCCC3)c3ccccc32)cc1 (configuration not stated)
11.0	COc1ccc(C(=O)CC(CC(=O)c2ccc(OC)cc2)C(=O)O)cc1
0.7	Clc1ccc(CCNc2nc3ccccc3c3nc(-c4ccccc4)nn23)cc1
-1.0	CN(C)c1nc2nonc2nc1NC1CCOC(C)(C)C1 (configuration not stated)
-5.7	Cc1ccc(N2C(=S)C=CC2=S)cc1
3.1	CCOC(=O)c1ccc2ncc(C(=O)OCC)c(NCCc3ccccc3)c2c1

No new results follow: five of the compounds above.
ROC1-CUL1 inh	SMILES
-5.1	COc1ccc(-c2c3c(=O)n(C)c(=O)n(C)c3cn2-c2cccc(N)c2)cc1
2.5	COc1ccc(-c2nn(CC(=O)Nc3ccccc3F)c3c2cnc2ccc(F)cc23)cc1
-1.3	CC(C)Oc1cccc(NC(=O)c2ccco2)c1
0.9	O=C(CSc1ccccn1)N1CCOCC1
-0.5	CCCOc1cc(S(=O)(=O)n2nc(C)cc2C)ccc1Cl

Part of the list above in order of number of heavy atoms, lowest first:
ROC1-CUL1 inh	SMILES
-1.7	CC(C)CCn1c(=O)c2cccnc2n(CC(=O)Nc2ccc(F)cc2)c1=O
0.9	COC(=O)Cc1ccc(NC(=S)N2CCN(C/C=C/c3ccccc3)CC2)cc1
2.5	CCc1cccc(C)c1NC(=O)CSc1nc2sc3c(c2c(=O)n1-c1ccc(C)cc1)CCCC3

New compounds follow:
ROC1-CUL1 inh	SMILES
0.2	COc1ccc(/C=C/C(=O)NCCN2Cc3ccccc3OC(c3ccsc3)C2)cc1OC (configuration not stated)
3.2	COc1ccc(OCc2cc(C(=O)N(C)C3CCOC3)n[nH]2)c(Cl)c1 (configuration not stated)
-1.9	COc1cc(CC2(CCC(=O)N3CCCC(C(=O)c4cccnc4)C3)CCC(=O)N2)ccc1F (configuration not stated)
0.2	COc1cc(-c2nc3ccc4ccccc4c3c3c2CCC3)ccc1OCc1ccccc1
7.3	CCCOc1c(Cl)cc(/C=C2/N=C(c3cccs3)OC2=O)cc1OC
-0.7	CC1=CC(=O)C(C(c2ccccc2)N2CCC(C)CC2)C(=O)N1Cc1ccco1 (configuration not stated)
2.6	CC1(C)CC(=O)C(C(c2cc([N+](=O)[O-])ccc2O)C2C(=O)CC(C)(C)CC2=O)C(=O)C1
13.9	CCOC(=O)c1c(-c2ccccc2Cl)csc1NC(=O)c1ccco1
8.6	O=C(O)c1csc([N+](=O)[O-])c1-c1c(C(=O)O)csc1[N+](=O)[O-]
-6.5	CCOc1ccc(C(=O)Nc2ccc(S(=O)(=O)N3CCC(C)CC3)cc2)cc1
9.8	Cc1ccc(C2CC(=O)n3nc(-c4cccc(C)c4)nc3S2)cc1 (configuration not stated)
-1.6	CS(=O)(=O)N(Cc1ccccc1)c1ccccc1C(=O)Nc1ccc(Br)cc1F
-1.7	COC(=O)C1CC2(CCC1=O)OCCO2 (configuration not stated)
1.2	O=C1OCCN1c1cc(C(F)(F)F)ccc1Cl
-1.3	CC1(C)N(C(=O)C2CC(c3ccccc3)=NO2)[C@@H](c2ccccc2)[C@H](c2ccccc2)N1C(=O)C1CC(c2ccccc2)=NO1 (some centres not stated)
4.0	Cc1ccc2[nH]c3c(c2c1)CCCC3NC1CCCCC1 (configuration not stated)
-13.0	N#Cc1c(C(F)(F)F)cc(-c2ccc(Br)cc2)nc1SC(C(=O)O)c1ccccc1 (configuration not stated)
2.9	O=C(COC(=O)C(c1ccccc1)c1ccccc1)c1ccc2ccccc2c1
-3.3	CCOC(=O)c1c(C)nc(C)c(C(=O)OCC)c1-c1ccccn1
-1.8	O=c1c2sccc2n(Cc2cc(=O)n3ccccc3n2)c(=O)n1-c1cc(F)ccc1F
-1.0	COc1cc(/C=C(\C#N)C(=O)NCC2CCCO2)ccc1O (configuration not stated)
-6.3	COc1ccc(Nc2cc(C(=O)NCCc3ccccc3)c3ccccc3n2)cc1OC
-0.6	COc1ccc(C2c3c(noc3C)CC(C)(O)C2C(C)=O)cc1 (configuration not stated)
-9.8	COc1cc(OC)c(N(C)C(=O)c2cn(C3CCCC3)c(=O)c3c2c2ccccc2n3C)cc1Cl
0.8	CCC(Oc1cc(Cl)ccc1Cl)C(=O)N1CCN(c2ccc(OC)cc2)CC1 (configuration not stated)
